# dFosB activator = activators of mouse delta FosB homodimer | P13346 | purified delta FosB, TAMRA-CDK5 oligo fluorescence polarization; percent of positive-control signal above neutral wells | activation, % at 25 µM | actives 0.99% (n = 340,000) | AID 493131;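 active = mean activation above about 17%, with every replicate also reaching it, limit read from the data, passing the limit was not always enough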;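 also: fluorescence polarization rise as delta FosB binds a TAMRA Cdk5 AP-1 oligo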
# NSD2 HMT inh = NSD2 (human) methyltransferase inhibition; AID 743445; NSD2 peptide methylation, AlphaScreen, 120 min; O96028; actives 0.54% (n = 310,000); inhibition, % at 12.5 µM; in the data active = inhibition above about 50%
# PfHsp90 set2 = reduces growth (ATP signal) of yeast expressing P. falciparum Hsp90; S. cerevisiae expressing PfHsp90, BacTiter-Glo ATP, 48 h; yeast lacking PDR1 and PDR3 efflux regulators; inhibition, % at 9.4 µM; actives 0.32% (n = 310,000); AID 504621;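 active = every replicate shows inhibition above about 80%, whatever the replicate mean, limit read from the data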;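 also: 0% = DMSO neutral controls and 100% = 20 µM radicicol positive controls; yeast relying on Plasmodium falciparum Hsp90 in place of its own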
# Keap1 Nrf2 FP = Keap1-Nrf2 (human) interaction inhibition; Q14145; Keap1 Kelch-Nrf2 peptide fluorescence polarization, 1536-well; inhibition, % at 9.4 µM; actives 0.15% (n = 340,000); AID 504523; in the data active = inhibition above about 12%;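 also: human Keap1 Kelch domain with fluorescein labeled Nrf2 9mer peptide probe; 0% = neutral control wells and 100% = peptide positive control; higher means more block of Keap1 binding to Nrf2 peptide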
# SUMO Mot1 rescue = blocks SUMOylation pathway, rescuing yeast Mot1-301 growth; S. cerevisiae Mot1-301 growth rescue, ATP luminescence, 38.5C; percent above DMSO median, 100 means doubled; growth rescue, % at 18.8 µM; actives 1% (n = 320,000); AID 2716;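 active = every valid replicate shows activation above 250% relative to neutral control wells; inactive = the rest, any valid replicate at or below 250%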;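 also: OY570 slx delta 5 strain wells were the positive control but not used for scaling; some compounds called inactive have numbers as strong as hits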
# RTF Ca sens act = increases calcium sensitivity of human cardiac regulated thin filaments | actives 0.24% (n = 340,000) | AID 493008 | P19429+P45379 | IANBD-labeled TnC RTF fluorescence at EC20 calcium; 0% EC20 calcium, 100% full calcium | activation, % at 7.2 µM;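 active = activation above the mean over all tested compounds plus 3 SD, cut at about 30% in these data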;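 also: rise in fluorescence read as greater calcium sensitivity of cardiac thin filaments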
# PvdQ acylase = P. aeruginosa PvdQ acylase inhibition; purified PvdQ acylase, fluorescence plate reader; inhibition, % at 10 µM; actives 0.063% (n = 340,000); AID 488965; in the data active = inhibition above about 30%, passing the limit was not always enough;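 also: 0% = vehicle neutral wells and 100% = reference inhibitor wells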
# Cardiac RTF inh = cardiac RTF calcium desensitization | inhibition, % at 7.15 µM | actives 0.12% (n = 340,000) | P19429+P45379 | IANBD-labeled cardiac RTF, Ca2+ fluorescence | AID 493244;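 active = inhibition above the mean inhibition of all tested compounds plus 3 SD, cut at about 17% in these data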;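 also: assay run at fixed EC70 calcium of 1.6 mM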
# Rtt109 HAT inh = inhibitors of Candida albicans Rtt109/Vps75 histone acetyltransferase; Q5AAJ8; purified Rtt109/Vps75, ThioGlo CoA-SH fluorescence, 4 h; inhibition, % at 34.9 µM; actives 0.16% (n = 330,000); AID 540336;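 active = inhibition of at least 50% in every replicate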
# Target sequence (Q5AAJ8 whole entry, looked up): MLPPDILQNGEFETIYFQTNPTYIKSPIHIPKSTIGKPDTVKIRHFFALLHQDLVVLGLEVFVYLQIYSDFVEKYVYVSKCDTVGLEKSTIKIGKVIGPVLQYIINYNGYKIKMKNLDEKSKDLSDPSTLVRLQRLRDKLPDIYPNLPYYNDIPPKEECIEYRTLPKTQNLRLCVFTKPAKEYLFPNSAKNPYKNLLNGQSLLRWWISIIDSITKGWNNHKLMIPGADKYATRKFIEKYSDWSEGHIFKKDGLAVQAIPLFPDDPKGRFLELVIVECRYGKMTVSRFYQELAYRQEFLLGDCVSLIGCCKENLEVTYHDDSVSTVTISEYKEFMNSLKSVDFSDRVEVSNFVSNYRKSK
# CDK5 inh = CDK5/p35 (human) kinase inhibition; Recombinant CDK5/p35, ADP-Glo luminescence, 60 min; AID 488839; actives 0.01% (n = 330,000); Q00535+Q15078; inhibition, % at 10 µM;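 active = highest replicate inhibition of at least 50% and at least 75% of replicates reaching 50%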;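 also: plate controls were DMSO neutral control for no effect and GW8510 at 10 µM for full effect; many of its hits are not listed in these tables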
# Target sequence (Q00535 whole entry, looked up): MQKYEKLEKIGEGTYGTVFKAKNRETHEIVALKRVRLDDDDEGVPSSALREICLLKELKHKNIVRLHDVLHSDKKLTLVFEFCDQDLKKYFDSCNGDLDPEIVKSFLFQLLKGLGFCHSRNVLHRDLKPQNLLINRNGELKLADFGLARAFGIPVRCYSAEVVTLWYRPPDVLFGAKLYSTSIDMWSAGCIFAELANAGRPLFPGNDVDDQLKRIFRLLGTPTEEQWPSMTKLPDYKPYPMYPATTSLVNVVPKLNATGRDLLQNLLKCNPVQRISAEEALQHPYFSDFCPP
# Target sequence (Q15078 whole entry, looked up): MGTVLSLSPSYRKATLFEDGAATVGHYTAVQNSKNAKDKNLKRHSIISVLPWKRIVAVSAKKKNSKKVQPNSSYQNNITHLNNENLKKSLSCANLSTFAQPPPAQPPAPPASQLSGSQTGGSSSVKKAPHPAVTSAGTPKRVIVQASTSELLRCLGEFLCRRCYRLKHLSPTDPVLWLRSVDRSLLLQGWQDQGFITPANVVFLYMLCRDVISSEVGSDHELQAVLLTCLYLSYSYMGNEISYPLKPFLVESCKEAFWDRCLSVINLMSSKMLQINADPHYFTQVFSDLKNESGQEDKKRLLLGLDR
# LANA DNA inh = inhibitors of KSHV LANA C-terminal domain DNA binding; AID 504423; inhibition, % at 9 µM; MBP-C-LANA/FAM-LBS DNA binding, fluorescence polarization; actives 0.078% (n = 340,000);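 active = highest replicate inhibition at or above 60% at 9 µM, even if other replicates fall short; inactive = all replicates below 60% inhibition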;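 also: 0% = neutral control wells and 100% = 4 µM acridine orange control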
# The depositor's hits bear a star; nt = no result given.
# Each structure is followed by: dFosB activator	NSD2 HMT inh	PfHsp90 set2	Keap1 Nrf2 FP	SUMO Mot1 rescue	RTF Ca sens act	PvdQ acylase	Cardiac RTF inh	Rtt109 HAT inh	CDK5 inh	LANA DNA inh
Cc1ccc(NC(=O)C2CCCN(c3ncccn3)C2)cc1C (stereo not given)
    -2.2	1.2	-7.4	-8.3	6.7	-4.1	-12.9	-11.7	-5.0	1.1	-0.6
O=C(COC(=O)COc1cccc(F)c1)Nc1nc2ccccc2s1
    -8.4	0.6	nt	-5.6	-5.6	-1.7	-7.6	2.1	2.6	-0.3	-1.1
CC(=O)c1ccc(S(=O)(=O)N(C)CCCC(=O)N2CCN(c3ncccn3)CC2)cc1
    -2.4	-1.7	1.9	4.7	2.6	3.9	-5.6	-3.3	0.5	-0.9	0.2
Cc1nn2c(NCCCN(C)C)c3c(nc2c1-c1ccccc1)CCC3
    3.1	14.8	16.6	1.5	-8.0	-1.5	-10.7	-7.3	-9.1	1.5	-1.7
Nc1nnc(CSCc2ccc(F)cc2)s1
    0.2	-4.2	-17.7	-2.1	-11.7	0.0	-0.6	-0.7	-4.5	-0.5	-0.2
C[C@H](NC(=O)c1ccccc1Cl)C(=O)OCC(=O)NNC(=O)c1cccs1
    -3.9	-1.0	-23.9	-0.7	-4.3	0.4	0.5	-1.8	1.8	-0.5	0.1
Cc1cccc(C(=O)Nc2nnc(COc3ccccc3)s2)c1
    -3.0	-0.4	5.4	3.9	1.2	-1.5	-14.5	0.1	-7.3	-1.5	1.9
CCOC(=O)C1=C(N)N2C(=O)C(C)SC2=C(C(=O)OCC)C1c1ccccc1 (stereo not given)
    -7.6	-1.1	-11.8	2.0	17.0	0.3	-12.3	0.0	-3.0	0.9	-2.4
Cc1ccc2[nH]c(=O)c(CNC(C)(C)C)cc2c1
    -2.5	1.6	-1.7	-0.9	70.4	-5.3	11.8	-6.3	4.8	8.2	0.1
O=C(NC(C(=O)N1CCCC1C(=O)O)=C1CCCCC1)c1ccccc1 (stereo not given)
    1.8	-1.5	9.1	-5.3	0.5	-1.2	-4.2	1.0	-28.9	-1.7	1.3
CC(=O)Nc1ccc(S(=O)(=O)N2CCN(Cc3nc4sc(C)c(C)c4c(=O)[nH]3)CC2)cc1
    -0.9	1.4	12.0	-3.8	305.3	-4.5	-14.1	9.1	-9.2	-0.4	-8.8
CC1(NC(=O)CSc2nnc(-c3c[nH]c4ccccc34)n2C2CC2)CCS(=O)(=O)C1 (stereo not given)
    2.9	0.6	12.0	-0.7	13.3	1.5	-18.2	1.9	2.3	0.4	0.1
Cc1ccc(S(=O)(=O)N(C)CCCC(=O)Nc2ccc(F)cc2)cc1
    -11.0	nt	-0.5	-4.8	0.3	-1.2	11.2	2.5	18.3	0.4	0.6
Cc1ccc(NC(=O)C2CCCCC2C(=O)O)cc1C (stereo not given)
    0.0	-3.4	-6.5	-5.3	-2.3	0.5	-18.0	3.2	6.9	-1.3	-1.8
Cc1ccc(S(=O)(=O)NCCc2cn3nc(C)c(C)nc3n2)cc1C
    1.7	-3.2	-4.8	-6.1	267.4*	0.3	-9.3	-3.9	-11.3	nt	-1.4

# Next records
# Each structure is followed by: dFosB activator	NSD2 HMT inh	PfHsp90 set2	Keap1 Nrf2 FP	SUMO Mot1 rescue	RTF Ca sens act	PvdQ acylase	Cardiac RTF inh	Rtt109 HAT inh	CDK5 inh	LANA DNA inh
COC(=O)c1ccc(Nc2ncnc3sccc23)cc1
    -8.0	-5.1	16.7	-3.8	96.0	3.7	12.1	-0.8	-1.5	-0.9	0.5
COc1ccccc1OCCn1c(=O)n(C)c2ccccc21
    1.0	-0.9	-2.7	3.0	344.7*	-3.5	-7.9	-4.1	3.1	0.4	0.9
O=C(CC1NCCNC1=O)Nc1cccc([N+](=O)[O-])c1 (stereo not given)
    -1.9	1.1	-17.9	1.6	10.7	0.6	11.5	2.9	0.1	-0.6	-0.4
O=C(Nc1cccc(S(=O)(=O)N2CCOCC2)c1)C1CCCN(C(=O)c2ccc(Cl)cc2)C1 (stereo not given)
    -12.7	-3.4	3.8	-5.2	-20.5	-0.2	6.4	-6.4	28.8	-1.9	4.8
NC(=O)c1oc2ccccc2c1NC(=O)CS(=O)(=O)c1ccccc1
    -0.8	-0.1	13.7	-3.1	-17.5	-3.4	7.6	-4.1	17.4	-2.9	-0.3
Cc1ccc(NC(=O)NCc2cccnc2)cc1Cl
    -6.0	-0.9	8.6	-6.6	42.9	-1.8	-2.9	-3.2	-1.3	3.9	-1.1
O=C(O)c1ccc2c(c1)C(=O)N(c1cccc(S(=O)(=O)Nc3cccc(C(F)(F)F)c3)c1)C2=O
    -8.6	-2.2	nt	-3.4	11.1	3.8	-11.0	-6.2	-7.1	-0.6	-1.3
COc1ccc(Cn2c(=O)[nH]c3cc(C(=O)Nc4ccccc4C)ccc32)cc1
    -4.3	-0.5	0.6	-6.9	0.4	-3.5	-0.3	-7.1	8.6	-0.3	-2.8
O=C(c1ccc(Br)o1)N1CCN(Cc2ccc3c(c2)OCO3)CC1
    3.9	0.8	9.2	3.4	5.4	1.7	8.7	-1.5	nt	-1.2	-1.4
CC(C)CN(Cc1c(O)ccc2c3c(c(=O)oc12)CCC3)CC(C)C
    -4.0	-2.6	-2.4	0.0	-16.1	-8.2	-34.5	8.0	-105.7	0.0	1.4
Cc1cc(C)c2nc(Cl)c(CN(Cc3ccco3)C(=O)Nc3ccccc3C)cc2c1
    -13.3	-1.4	-4.8	1.8	-7.6	-9.6	-1.0	-7.5	-14.2	-1.2	-2.8
Cn1c(=O)c2c(nc(Sc3ncnn3CC(=O)NC(C)(C)C)n2C)n(C)c1=O
    2.9	0.0	7.8	-1.9	-1.7	-3.1	-11.0	-3.7	-7.3	-0.5	0.7
O=C(CNS(=O)(=O)c1ccccc1)N1CCc2ccccc2C1
    2.0	-1.6	nt	2.0	45.7	-2.3	4.6	-6.0	46.2	-0.6	1.6
Cn1cnnc1SCc1cccc(Br)c1
    -1.2	-0.5	5.9	-2.1	263.9*	9.0	-10.2	-8.3	-10.6	-1.2	0.2
Cc1ccc(S(=O)(=O)N2CCN(C(=O)C3COc4ccccc4O3)CC2)cc1C (stereo not given)
    -2.8	2.2	nt	2.6	-6.3	-5.7	-10.7	4.2	7.9	-1.7	2.2

# (listing goes on)
# Each structure is followed by: dFosB activator	NSD2 HMT inh	PfHsp90 set2	Keap1 Nrf2 FP	SUMO Mot1 rescue	RTF Ca sens act	PvdQ acylase	Cardiac RTF inh	Rtt109 HAT inh	CDK5 inh	LANA DNA inh
O=C(Cc1ccccc1F)N1CCN(S(=O)(=O)c2ccc(Cl)cc2)CC1
    -7.2	-0.9	27.5	-6.7	-17.1	0.4	-15.2	-11.6	3.5	-7.8	-0.7
CC(=O)Nc1nnc(SCC(=O)NCc2ccc3c(c2)OCO3)s1
    10.4	-0.5	-60.3	0.9	10.6	4.2	4.7	3.2	1.1	-0.4	0.0
CCOC(=O)c1oc2ccccc2c1NC(=O)C(C)(C)C
    -3.7	-4.6	nt	-4.6	-14.0	-7.7	12.0	-11.2	-5.2	-0.3	7.5
O=C(O)c1ccccc1C(=O)Nc1c(-c2ccccc2)nc2ccccn12
    0.9	-2.3	37.2	-0.2	9.3	1.0	2.7	0.1	1.0	1.0	2.5
COc1ccccc1/C=C/C(=O)OCC(=O)NNC(=O)c1ccccc1
    -7.5	-0.9	-0.7	3.7	15.6	-5.2	4.7	4.2	-4.3	-2.1	-1.9
CCOc1cccc2sc(N(CCN(C)C)C(=O)c3ccc4c(c3)OCCO4)nc12
    -16.7	18.2	-25.8	0.8	-7.8	5.9	-4.9	-1.4	3.7	0.2	-0.9
CC(=O)c1cccc(NC(=O)/C(=C\c2cccnc2)NC(=O)c2ccc(C)cc2)c1
    -12.2	-2.8	5.5	-5.0	-0.2	-0.7	1.8	-3.7	0.0	0.1	-0.4
CCC(C)C(=O)Nc1nc(C)c(-c2csc(Nc3cc(Cl)ccc3OC)n2)s1 (stereo not given)
    -11.0	nt	-7.0	-4.1	11.3	-5.3	-18.4	-7.4	-9.5	2.1	-1.3
CC1CCCCN1S(=O)(=O)c1ccc2c(c1)CCN2C(=O)C1CC1 (stereo not given)
    -1.5	-3.4	-5.6	1.3	6.9	-7.7	-3.8	0.2	-7.8	1.1	0.7
Cc1cc2nc(-c3ccc[nH]c3=O)[nH]c2cc1C
    -1.0	-2.9	70.6	-2.6	-58.2	5.1	-4.8	-2.9	-178.7	20.4	-1.3
CCOC(=O)c1c(NC(=O)CSc2nc3ccccc3o2)sc(C)c1C
    -5.6	-2.2	nt	-6.3	1.0	-5.5	-9.2	-1.9	-2.8	0.4	-1.9
CC(=O)Nc1ccc(S(=O)(=O)Nc2cccc(-c3nc4ccccc4o3)c2)cc1
    -6.7	2.2	10.5	-3.5	-10.2	-2.2	4.8	-1.5	27.3	-1.3	0.9
CCN(Cc1cnn(C)c1)C(=O)c1cc(COc2cc(C)c(Cl)c(C)c2)on1
    -22.5	-3.1	-12.3	-5.4	9.6	1.6	-12.9	-4.0	8.3	0.3	-0.2
CS(=O)(=O)N1CCN(c2ccccc2NC(=O)CSc2ccc(Cl)cc2)CC1
    5.8	-3.9	14.0	0.7	2.4	4.8	-8.1	-0.3	3.4	-1.4	1.6
COc1ccc(/C=N\Nc2ccc([N+](=O)[O-])cc2)c(C(=O)O)c1OC
    -3.9	1.5	-22.9	-1.7	455.4*	0.3	-2.2	-4.2	5.0	0.0	-0.1

# (further entries)
# Each structure is followed by: dFosB activator	NSD2 HMT inh	PfHsp90 set2	Keap1 Nrf2 FP	SUMO Mot1 rescue	RTF Ca sens act	PvdQ acylase	Cardiac RTF inh	Rtt109 HAT inh	CDK5 inh	LANA DNA inh
COc1ccccc1NCC(=O)NNC(C)C(=O)Nc1cccc(Cl)c1 (stereo not given)
    -0.5	0.3	12.4	1.1	-10.9	-0.3	3.9	-3.5	2.6	-1.4	0.3
Cc1cc(C)cc(NC(=O)C2CCN(S(=O)(=O)c3ccc4c(c3)NC(=O)C(C)S4)CC2)c1 (stereo not given)
    4.2	-1.6	7.6	-1.7	2.2	5.8	-15.4	-6.8	13.8	nt	-1.8
CC1(C)CC(=O)C(C(=O)/C=C/c2ccco2)C(=O)C1
    -3.6	-0.3	4.3	-5.4	12.3	-5.1	-14.9	-17.4	-3.5	-0.7	1.2
Cc1cccc(NC(=O)c2nc(-c3ccccc3)n(-c3ccccc3)n2)c1C
    -0.9	-1.3	-11.1	0.8	14.6	-5.4	18.2	-2.7	4.7	2.5	-0.2
O=C(Nc1ccc2c(c1)OCCO2)C1CC1c1ccccc1 (stereo not given)
    -2.6	-0.5	-17.4	-4.9	8.5	6.7	-9.7	0.0	-2.7	-1.0	-2.2
COc1ccccc1N(C(=O)c1snc(C(N)=O)c1N)C(C(=O)NCc1ccccc1)c1ccc(C)o1 (stereo not given)
    -0.6	-2.7	0.8	-1.0	nt	-3.7	7.9	0.3	2.1	-0.6	-0.8
Cc1cccnc1CC(C)NC(=O)c1cc(COc2cncc(Cl)c2)on1 (stereo not given)
    -5.1	3.2	2.4	0.6	-10.6	-2.6	5.9	-2.2	1.0	-0.2	-1.5

# Screening data as filed in PubChem.
